Bioassay records as filed in PubChem.
D1 potentiator: enhances dopamine response at the human D1 receptor. HEK293 TREx D1 cells, calcium flux, dopamine EC20 potentiation. potentiation, % at 10 µM. actives 0.036% (n = 360,000). AID 504651; in the data active means potentiation above about 30%; further: 0% is about no effect
D1 antagonist: human D1 dopamine receptor antagonism. AID 504652. P21728. HEK293 TREx D1 cells, calcium flux, dopamine EC80; active compounds read low. activity change, negative = inhibition, % at 10 µM. actives 3.2% (n = 360,000); in the data active means activity change below about -30%; further: on the % scale 0 is the no-effect control and ±100 the full control effect
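Antagonism measured as reduced calcium response to an EC80 dopamine addition following 180 s compound pre-read; cells were inducible HEK293 Trex D1 plated overnight at 30 C, read kinetically at 1 cycle/sec.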
TRHR agonist: TRH receptor (human) agonism | P34981 | TRHR cells, calcium flux fluo-8, FDSS agonist mode | activation, % at 2 µM | actives 0.18% (n = 360,000); in the data active means activation above about 30%; further: 0% is about no effect
Target sequence (P34981 whole entry, looked up): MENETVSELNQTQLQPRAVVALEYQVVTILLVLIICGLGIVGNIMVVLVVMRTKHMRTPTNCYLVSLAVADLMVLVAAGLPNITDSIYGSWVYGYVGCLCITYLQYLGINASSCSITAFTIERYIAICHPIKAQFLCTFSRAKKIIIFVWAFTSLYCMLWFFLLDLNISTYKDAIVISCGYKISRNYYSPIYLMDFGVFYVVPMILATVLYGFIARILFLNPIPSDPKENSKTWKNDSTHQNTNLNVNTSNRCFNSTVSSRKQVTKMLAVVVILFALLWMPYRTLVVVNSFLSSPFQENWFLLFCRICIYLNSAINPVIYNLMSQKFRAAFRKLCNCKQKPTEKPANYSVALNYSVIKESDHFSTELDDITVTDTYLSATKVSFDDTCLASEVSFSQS
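Read-out: compound-evoked intracellular calcium rise in TRHR cells, fluo-8 dye, kinetic FDSS fluorescence at 1 s/cycle following a 10-cycle baseline. Cells cultured overnight before dye loading (30 min–1.5 h, RT).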
Anesthetic bind: binds horse apoferritin like a general anesthetic | Potency, µM (titrated, usually from 77.5 µM), for inactives: top-dose activity change, negative = displacement, most hits filed as inhibitors | actives 0.074% (n = 350,000) | P02791 | apoferritin/1-aminoanthracene competitive binding, fluorescence; further: potency means the concentration at half of the fitted maximal effect; on the % scale 0 is the no-effect control and ±100 the full control effect; nearly all actives have a fitted effect of over 20% in size
Target sequence (P02791 2-175 limits assumed): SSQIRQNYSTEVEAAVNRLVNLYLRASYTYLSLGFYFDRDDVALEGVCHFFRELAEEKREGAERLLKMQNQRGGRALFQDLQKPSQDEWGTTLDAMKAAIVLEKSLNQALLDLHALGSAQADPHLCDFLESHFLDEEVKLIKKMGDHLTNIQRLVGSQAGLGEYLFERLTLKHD
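Apoferritin-based anesthetic binding model; compound displacement of fluorescent 1-AMA measured as endpoint fluorescence after 10 minutes at room temperature, scaled to free-ligand and complex controls.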
RXFP1 agonist: agonists of human relaxin receptor RXFP1; HEK293T-RXFP1 cAMP TR-FRET, 30 min; response scale: percent of porcine relaxin response, buffer zero; actives 0.3% (n = 370,000); Potency, µM (series often up to 57.5 µM), for the others: at the highest dose activation, hits mostly activators; further: potency means the concentration at half of the fitted maximal effect; on the % scale 0 is the no-effect control and ±100 the full control effect; nearly all actives have a fitted effect of over 60% in size; many of its hits are not listed in these tables
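HEK293T cells stably expressing RXFP1 were pretreated with the PDE4 inhibitor Ro 20174, exposed to compounds for 30 min at 37C, lysed, and cAMP was read by TR-FRET. Data normalized to buffer (basal) and 29 nM porcine relaxin (100%).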
D2 PAM: positively modulates the human D2 dopamine receptor allosterically; P14416; HEK293 T-REx D2, calcium flux, EC20 dopamine potentiation; potentiation, % at 10 µM; actives 0.34% (n = 340,000);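 active means potentiation over 3 SD above the plate norm, cut at about 30% in these data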; further: 0% is about no effect
Target sequence (P14416 whole entry, looked up): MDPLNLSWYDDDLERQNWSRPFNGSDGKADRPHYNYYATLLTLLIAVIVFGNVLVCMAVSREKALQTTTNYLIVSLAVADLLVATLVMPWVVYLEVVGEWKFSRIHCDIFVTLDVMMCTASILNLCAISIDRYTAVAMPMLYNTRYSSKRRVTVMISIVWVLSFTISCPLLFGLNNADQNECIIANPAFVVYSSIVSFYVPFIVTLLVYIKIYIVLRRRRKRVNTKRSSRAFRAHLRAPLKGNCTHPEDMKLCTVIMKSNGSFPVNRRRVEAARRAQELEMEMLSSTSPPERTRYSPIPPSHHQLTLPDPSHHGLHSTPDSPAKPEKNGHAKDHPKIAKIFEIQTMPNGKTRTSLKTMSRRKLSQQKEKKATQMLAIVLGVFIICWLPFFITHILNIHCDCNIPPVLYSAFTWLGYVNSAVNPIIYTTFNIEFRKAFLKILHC
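Tetracycline-induced Hek293 Trex D2 cells, force-coupled to calcium, loaded with no-wash calcium dye. Compound added with 180 s kinetic read for agonism, then EC20 dopamine and a further 180 s read for potentiation.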
TRHR enhancer: TRH receptor (human) allosteric enhancement | enhancement, % at 2 µM | TRHR cells, fluo-8 calcium fluorescence, EC20 TRH enhancement | P34981 | actives 0.66% (n = 360,000); in the data active means enhancement above about 30%; further: 0% is about no effect
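TRHR-expressing cells loaded with fluo-8 calcium dye were read kinetically (ex 480/em 530) during compound addition, then stimulated with an EC20 of TRH (10 nM final). Enhancement of the Gq-mediated intracellular calcium response was scored.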
D1 ag: agonists of human D1 dopamine receptor; activation, % at 2 µM; HEK293 T-REx D1 cells, calcium flux, agonist mode; P21728; AID 504660; actives 1% (n = 360,000); in the data active means activation above about 30%; further: 0% is about no effect
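Tetracycline-induced HEK293 TREx D1 cells, force-coupled to calcium signalling, were dye-loaded with a no-wash calcium kit. Compound was pin-added after a 10 s baseline. Fluorescence was read kinetically at 1 cycle/s for 180 s, with calcium rises flagged as agonism.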
RXFP1 antagonist: antagonists of human relaxin receptor RXFP1 | Q9HBX9 | HEK293-RXFP1, relaxin-stimulated cAMP HTRF, 30 min; active compounds read low | activity change, negative = inhibition, % at 57.5 µM | actives 0.59% (n = 350,000) | AID 1259400;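 active means activity change of -60% or lower, but not beyond a set lower limit; inconclusive means change between -60% and -40%, or beyond the set limit; inactive means change above -40%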; further: on the % scale 0 is the no-effect control and ±100 the full control effect
An asterisk follows results filed as active; ? = inconclusive; / = not tested or not shown; [ ] = remark or other dose. Unless noted, the call rests on the fitted dose curve; in most records, active means well fitted curve in the direction sought with a large enough effect; inconclusive means small, poorly fitted or top-dose-only effect, or another doubt; inactive means no such curve, though single readings can be large; an effect the other way counts as inactive or inconclusive.

SMILES | D1 potentiator | D1 antagonist | TRHR agonist | Anesthetic bind | RXFP1 agonist | D2 PAM | TRHR enhancer | D1 ag | RXFP1 antagonist
CC(C)(C)Cc1nnc(NC(=O)c2cc(-c3ccccc3)nc3ccccc23)s1 | -3 | -1 | -0.5 | -12% | -1.9% | -1 | 26 | 4 | -1
CC1CCN(S(=O)(=O)c2cccc(C(=O)NNC(=O)c3ccco3)c2)CC1 | 3 | 0 | 0.3 | -10% | -6.4% | -8 | 1 | 1 | -2
CCOc1ccccc1NC(=O)CSc1ncc(S(=O)(=O)c2ccc(C(C)(C)C)cc2)c(=O)[nH]1 | 2 | 10 | -0.2 | 0% | -1.4% | / | 22 | 0 | -8
Cc1ccc(C(=O)Nc2ccccc2C(N)=O)o1 | -5 | -6 | -0.5 | -5% | 1.7% | -8 | 4 | 0 | 24
O=C(COc1ccccc1[N+](=O)[O-])Nc1cc(Cl)ccc1C(=O)O | -1 | 4 | -0.1 | -14% | -1.3% | -4 | 12 | 1 | 0
COc1ccccc1-c1nnc(SC2CCc3ccccc3NC2=O)s1 (centres undefined) | -7 | -8 | -0.2 | -12% | 6.2% | 7 | 7 | 1 | -1
O=C(N/N=C/c1ccc2c(c1)OCO2)C(=O)Nc1ccc2ccccc2c1 | -4 | 1 | 0.5 | -4% | 0.0% | -2 | -2 | 2 | /
COCc1c(C#N)c(NCCc2ccccc2)nc(C)c1[N+](=O)[O-] | 5 | 15 | 0.4 | -1% | -0.1% | 1 | -4 | 11 | -16
CCc1ccc(S(=O)(=O)Nc2ccc(-c3ccc(N4CCCCCC4)nn3)cc2)cc1 | 1 | -14 | 0.6 | -12% | 2.4% | -2 | 4 | 3 | -6
CCN1C(=O)[C@H]2[C@@H](c3ccc(C)cc3)N3C(=O)N(c4cccc(Cl)c4)C(=O)[C@@]3(C)[C@H]2C1=O | -7 | -13 | 0.4 | / | -1.0% | -2 | -1 | 1 | /
O=C(NC1CCCC1)C1CCN(C(=O)c2ccc(Cl)cc2)CC1 | -10 | 22 | 0.0 | -8% | 4.1% | / | -9 | 0 | -3
COc1ccc(C)cc1NC(=O)c1cc(S(=O)(=O)NC2CCCCCC2)ccc1F | -2 | -12 | -0.2 | -5% | -2.2% | -2 | 5 | 3 | -5
CCc1ccc(OCc2cnc(Cl)s2)cc1 | 0 | 8 | 0.1 | ? | 0.0% | -2 | -11 | 1 | -8
CCC(C)(C)NC(=O)C(c1ccc(F)cc1)N(CCOC)C(=O)CCC(=O)Nc1nccs1 (centres undefined) | -1 | -5 | 0.2 | 2% | -0.2% | / | 3 | 0 | 7
O=C(NCc1ccccc1)C(=O)NCC(c1ccc2c(c1)OCO2)N1CCOCC1 (centres undefined) | -1 | -15 | -0.2 | -8% | -0.1% | 10 | 0 | 0 | 5
COc1ccc(NC(=O)C2CCCN2C(=O)NCc2ccccc2)cc1OC (centres undefined) | -9 | -18 | -0.3 | -9% | 0.0% | 7 | -1 | 2 | 5
O=C(O)c1cccc(NS(=O)(=O)c2cc(S(=O)(=O)c3ccc(Cl)cc3)ccc2Cl)c1 | 4 | 2 | 0.5 | -1% | -2.7% | -2 | 0 | 1 | 6
CC(C)(C)[C@H]1C=C(C(=O)N2CCN(Cc3ccccc3)CC2)O[C@@H](OCc2ccc(CO)cc2)C1 | -2 | 12 | 0.0 | -18% | 1.4% | 4 | -6 | -3 | /
O=S(=O)(Cc1cc(Oc2ccccc2)nc(-c2ccccc2)n1)c1ccccc1 | -5 | -33* | 0.3 | -3% | -0.2% | 8 | 2 | 0 | -2
Cc1cc(=O)[nH]c(SCc2nc3ccccc3s2)n1 | 1 | 8 | 0.0 | ? | 0.4% | 8 | 14 | -2 | -7
CSC(SC)=C(C#N)C(=O)c1ccccc1 | 0 | 7 | -0.3 | -3% | -0.6% | -4 | 3 | 4 | -14
O=C(OCC(=O)N1CCN(c2ccccc2)CC1)c1cccs1 | 0 | -3 | -0.1 | / | -1.5% | -1 | -4 | 0 | 1
CS(=O)(=O)N(CCc1ccccc1)CC(=O)N1CCc2ccccc2C1 | 0 | 0 | -0.2 | -14% | 3.3% | -4 | -8 | 1 | 0
O=S(NC1CCCCC1)C12CC3CC(CC(C3)C1)C2 (centres undefined) | 0 | -16 | 1.4 | -18% | 0.2% | -6 | -3 | 1 | -4
N#CC1(NC(=O)COC(=O)c2ccc(Cl)nc2)CCCCC1 | -4 | -8 | -0.8 | / | 2.3% | 16 | -7 | 2 | -7
CCOC(=O)N1CCN(C(=O)Cn2cnc3ccccc3c2=O)CC1 | 8 | -15 | 0.6 | -3% | 6.5% | -1 | -6 | 4 | 2
Cc1ccc(C)c(S(=O)(=O)N2CCN(C(=O)c3ccc(-n4cncn4)c([N+](=O)[O-])c3)CC2)c1 | -12 | 6 | -0.1 | / | 0.0% | 4 | -4 | 1 | -4
Cc1ccc2c(c1)C(=O)C(=O)N2CC(=O)Nc1ccc(N2CCOCC2)cc1 | 1 | 20 | 0.2 | -14% | 1.9% | -2 | -3 | 1 | -1
Cc1cc(OC(=O)c2ccc(S(=O)(=O)N(C)C)cc2)c([N+](=O)[O-])c(=O)[nH]1 | -4 | 2 | 0.0 | -14% | 0.3% | -5 | -9 | 4 | -5
COc1ccc(OCCCC(=O)N2CCN(S(=O)(=O)c3cccc(F)c3)CC2)cc1 | -3 | -8 | -0.3 | / | 0.6% | -1 | -5 | 10 | 2

Rewritten with values under each structure: part of the list above.
Sequence of screens: D1 potentiator | D1 antagonist | TRHR agonist | Anesthetic bind | RXFP1 agonist | D2 PAM | TRHR enhancer | D1 ag | RXFP1 antagonist
> Cc1ccc(C)c(S(=O)(=O)N2CCN(C(=O)c3ccc(-n4cncn4)c([N+](=O)[O-])c3)CC2)c1
→ -12 | 6 | -0.1 | / | 0.0% | 4 | -4 | 1 | -4
> Cc1ccc2c(c1)C(=O)C(=O)N2CC(=O)Nc1ccc(N2CCOCC2)cc1
→ 1 | 20 | 0.2 | -14% | 1.9% | -2 | -3 | 1 | -1
> Cc1cc(OC(=O)c2ccc(S(=O)(=O)N(C)C)cc2)c([N+](=O)[O-])c(=O)[nH]1
→ -4 | 2 | 0.0 | -14% | 0.3% | -5 | -9 | 4 | -5
> COc1ccc(OCCCC(=O)N2CCN(S(=O)(=O)c3cccc(F)c3)CC2)cc1
→ -3 | -8 | -0.3 | / | 0.6% | -1 | -5 | 10 | 2

Additional structures:
SMILES | D1 potentiator | D1 antagonist | TRHR agonist | Anesthetic bind | RXFP1 agonist | D2 PAM | TRHR enhancer | D1 ag | RXFP1 antagonist
COc1ccc(/C=C(\NC(=O)c2ccc(C)cc2)C(=O)NCC2CCCO2)cc1 (centres undefined) | -3 | 10 | 0.3 | -4% | 9.7% | / | -3 | 1 | 0
O=C(C1CC1)N1N=C(C2CCCCC2)CC1(O)C(F)(F)F (centres undefined) | -5 | -1 | -0.3 | -23% | -0.3% | 8 | -9 | 1 | 2
COc1cccc(Cn2nnc(C(=O)NCc3ccc4c(c3)OCO4)c2N)c1 | 5 | 2 | 0.2 | ? | -1.8% | 4 | 4 | 4 | -2
COc1cc(C)ccc1OCc1cc(C(=O)N(Cc2c(C)nn(C)c2C)C2CC2)no1 | -7 | -2 | -0.2 | -7% | 1.7% | -9 | -1 | 9 | 9
COc1ccc(NC(=O)CSCC(=O)N(C)CC(=O)Nc2ccc(Cl)c(C(F)(F)F)c2)cc1 | -3 | 3 | 0.0 | / | 1.0% | 18 | -6 | 7 | 3
Cc1ccccc1Cc1c(C)nc2nc(SCC(=O)NCCc3ccc(Cl)cc3)nn2c1C | -1 | -8 | -0.2 | -7% | 1.8% | / | 3 | 1 | -19
O=C(NC1CCN(Cc2cccc([N+](=O)[O-])c2)CC1)c1ccccc1 | -20 | -57* | -0.3 | -1% | 3.6% | -26 | -4 | 6 | 6
CCOc1ccc(-c2cc(NC(=O)c3c(F)cccc3F)c(C(=O)O)s2)cc1 | -8 | -49* | -0.3 | -10% | -1.0% | 14 | -1 | 0 | -19
COCc1nc2ccccc2n1CCCOc1ccccc1 | -1 | 6 | 0.2 | -1% | 2.5% | 10 | -7 | 0 | -8
Cc1[nH][nH]c(=O)c1C(c1ccc(-c2ccc(F)cc2)o1)c1c(C)[nH][nH]c1=O | -6 | 1 | 0.8 | -11% | 1.1% | 1 | -5 | 0 | -13
COc1ccc(Nc2c3ccccc3nc3ccccc23)cc1 | -8 | -95* | 0.1 | -1% | -3.1% | -4 | 0 | 19 | 7
CCOc1ccc(-n2cc(-c3ccccc3)c3c(NCCc4ccccc4)ncnc32)cc1 | -3 | 8 | 0.6 | 53%[activator] | 5.9% | -11 | -4 | 1 | -8
COc1ccc(/C=N/NC(=O)CCNc2n[nH]c(=O)[nH]c2=O)c(OC)c1 | / | -4 | 0.8 | -4% | -1.0% | 6 | 0 | 12 | -13
O=c1c2ccccc2n(Cc2c(F)cccc2Cl)c(=O)n1CCc1ccccc1 | 2 | -10 | -0.7 | 8% | 3.3% | -5 | -2 | 3 | /
CCOc1ccccc1C1CC(=O)Nc2cc(OC)c(OC)c(OC)c21 (centres undefined) | 5 | 2 | -0.3 | -15% | -0.4% | / | -1 | 2 | -6
CN(Cc1c(C(=O)N/N=C/c2ccccc2F)nnn1-c1nonc1N)c1ccccc1 | -4 | 0 | 1.4 | -8% | 0.2% | -4 | -2 | 1 | 3
CCOC(=O)c1cnc(-n2nc(C)cc2C)nc1Nc1ccc(O)cc1 | -2 | -3 | 0.1 | 6% | 0.4% | -10 | 0 | 4 | 6
CN(C)c1c(N)c(=O)oc2ccccc12 | 3 | -11 | -0.7 | -9% | -1.0% | / | 0 | 0 | 2
CCOc1cc(/C=N/Nc2ncc(C)c(=O)[nH]2)ccc1O | -1 | 37 | -0.9 | 7% | -7.4% | -3 | -1 | -1 | 9
Cc1ccc(C)c(CNS(=O)(=O)c2c(C(=O)N3CCCC3)c(C)n(C)c2C)c1 | 2 | -3 | 1.0 | -6% | -0.3% | -12 | 5 | 0 | 25
CCOc1ccc(NC(=O)CCNS(=O)(=O)c2ccc3c(c2)CCCC(=O)N3)cc1 | -3 | 6 | 0.8 | 5% | 0.2% | 1 | 9 | 1 | /
COC(=O)CSc1nc2c(c(-c3ccc(O)cc3)c1C#N)CCCC2 | -1 | -4 | -1.0 | -10% | 3.1% | -2 | 8 | 2 | 16
O=C(O)CCc1n[nH]c(=S)[nH]c1=O | -2 | 2 | 0.5 | -3% | 0.8% | 13 | 3 | 2 | /
CCc1ccc2c(c1)-c1ccccc1S(=O)(=O)N2CC(=O)N1CCCCC1 | 1 | -1 | -0.4 | 19% | -1.6% | -7 | -8 | 4 | 0
COc1ccccc1NC(=O)C1C2CCCCC21 (centres undefined) | 3 | -9 | -1.8 | ? | 0.3% | -3 | 1 | 2 | -24

A portion of the library; count on the stated rates, not on these rows.
